POLK inh: qHTS for Inhibitors of Polymerase Kappa; DNA polymerase kappa (Homo sapiens), Q9UBT6; purified Pol kappa, fluorescent DNA synthesis assay, 10 min; Potency, µM (highest dose often 107 µM), for the others: at the top dose activity, negative = inhibition, most hits filed as inhibitors; 0.53% of 400,000 active; AID 588579, 2011; further: potency means the concentration at half of the fitted maximal effect; on the % scale 0 is the no-effect control and ±100 the full control effect
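Kinetic fluorescence screen: compound preincubated 15 min RT with 10 nM enzyme; 50 nM substrate (final) initiates; reads at 0/10 min.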
RXFP1 antagonist: qHTS Assay for Antagonists of the Relaxin Receptor RXFP1. activity change, negative = inhibition, % at 57.5 µM. 0.59% of 350,000 active. HEK293-RXFP1, relaxin-stimulated cAMP HTRF, 30 min; active compounds read low. Relaxin receptor 1 (Homo sapiens), Q9HBX9. AID 1259400, 2018;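 active means activity change of -60% or lower, but not beyond a set lower limit; inconclusive means change between -60% and -40%, or beyond the set limit; inactive means change above -40%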; further: on the % scale 0 is the no-effect control and ±100 the full control effect
APE1 inh: qHTS Assay for Inhibitors of the Human Apurinic/apyrimidinic Endonuclease 1 (APE1) | DNA repair nuclease/redox regulator APEX1 (Homo sapiens), P27695 | 0.35% of 350,000 active | recombinant APE1, TAMRA/BHQ-2 abasic DNA cleavage fluorescence | AID 2517, 2012 | Potency, µM (highest dose often 65.8 µM), for the others: top-dose activity change, negative = inhibition, hits mostly inhibitors;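 further: potency means the concentration at half of the fitted maximal effect; plate controls were vehicle for no effect and reference inhibitor for full effect; nearly all actives have a fitted effect of over 55% in size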
Target sequence (P27695 whole entry, looked up): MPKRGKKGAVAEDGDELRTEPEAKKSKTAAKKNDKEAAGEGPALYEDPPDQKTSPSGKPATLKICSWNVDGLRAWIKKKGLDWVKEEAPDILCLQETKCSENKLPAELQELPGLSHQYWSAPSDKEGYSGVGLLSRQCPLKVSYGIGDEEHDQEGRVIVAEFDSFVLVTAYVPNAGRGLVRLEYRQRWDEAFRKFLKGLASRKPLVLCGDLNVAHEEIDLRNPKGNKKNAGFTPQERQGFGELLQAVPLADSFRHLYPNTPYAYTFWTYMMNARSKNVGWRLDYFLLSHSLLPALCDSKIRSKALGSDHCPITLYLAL
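Kinetic fluorescence read (525 ex/598 em nm, three reads 60 s apart) of AP-site incision; signal = third minus first read. Enzyme 0.75 nM, dual-labelled THF duplex 50 nM, compound preincubation 15 min RT.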
POLH inh: qHTS for Inhibitors of Polymerase Eta; DNA polymerase eta (Homo sapiens), Q9Y253; recombinant Pol eta, fluorescent DNA replication assay; Potency, µM (highest dose often 114 µM), without a hit: at the top dose activity change, negative = inhibition, usual class: inhibitors; 1.2% of 390,000 active; further: potency means the concentration at half of the fitted maximal effect; on the % scale 0 is the no-effect control and ±100 the full control effect
Target sequence (Q9Y253 whole entry, looked up): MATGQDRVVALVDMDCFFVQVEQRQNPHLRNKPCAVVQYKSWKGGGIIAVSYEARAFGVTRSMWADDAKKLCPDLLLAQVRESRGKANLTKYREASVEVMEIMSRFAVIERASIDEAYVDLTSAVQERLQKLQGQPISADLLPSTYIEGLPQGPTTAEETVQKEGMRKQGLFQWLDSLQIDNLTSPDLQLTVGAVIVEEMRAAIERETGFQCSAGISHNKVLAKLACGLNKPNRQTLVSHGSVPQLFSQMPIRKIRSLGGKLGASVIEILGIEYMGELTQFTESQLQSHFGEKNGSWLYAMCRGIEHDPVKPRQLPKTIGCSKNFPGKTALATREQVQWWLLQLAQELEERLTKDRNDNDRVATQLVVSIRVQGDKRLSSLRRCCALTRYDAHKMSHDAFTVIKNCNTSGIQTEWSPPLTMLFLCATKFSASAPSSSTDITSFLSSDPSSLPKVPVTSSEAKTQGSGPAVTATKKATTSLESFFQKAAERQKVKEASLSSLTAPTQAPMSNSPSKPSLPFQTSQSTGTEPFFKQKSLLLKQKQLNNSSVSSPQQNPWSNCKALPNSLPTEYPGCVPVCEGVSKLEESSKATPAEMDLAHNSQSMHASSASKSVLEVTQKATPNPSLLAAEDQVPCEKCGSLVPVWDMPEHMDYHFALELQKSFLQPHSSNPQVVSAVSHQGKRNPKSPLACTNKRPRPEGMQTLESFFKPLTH
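Pol eta at 10 nM preincubated with compounds 15 min at room temperature; reaction started with fluorescent substrate (50 nM final) and read kinetically at 0 and 10 min.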
BLM helicase inh: qHTS Assay for Inhibitors of Bloom's syndrome helicase (BLM). RecQ-like DNA helicase BLM (Homo sapiens), P54132. recombinant BLM DNA unwinding, fluorescence dequenching. Potency, µM (doses to about 56.1 µM), without a hit: at the highest dose activity change, negative = inhibition, hits mostly inhibitors. 0.2% of 350,000 active. AID 2528, 2010;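 further: potency means the concentration at half of the fitted maximal effect; plate controls were vehicle for no effect and no enzyme for full effect; nearly all actives have a fitted effect of over 35% in size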
POLI inh: qHTS for Inhibitors of Polymerase Iota | Potency, µM (titrated, usually from 115 µM), for inactives: at the highest dose activity, negative = inhibition, actives largely listed as inhibitors | 1% of 390,000 active | DNA polymerase iota (Homo sapiens), Q9UNA4 | Pol iota fluorescent replication assay, 10 min; further: potency means the concentration at half of the fitted maximal effect
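Fluorescent replication assay read twice, at 0 min and 10 min after adding 50 nM (final) substrate. Enzyme (10 nM) and compounds were first incubated 15 min at room temperature; enzyme-free buffer wells were negative controls.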
Anesthetic bind: qHTS Assay for Identification of Novel General Anesthetics. AID 485281, 2010. Potency, µM (series often up to 77.5 µM), inactives show top-dose activity change, negative = displacement, most hits filed as inhibitors. apoferritin/1-aminoanthracene competitive binding, fluorescence. 0.074% of 350,000 active; further: potency means the concentration at half of the fitted maximal effect; on the % scale 0 is the no-effect control and ±100 the full control effect; nearly all actives have a fitted effect of over 20% in size
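Horse-spleen apoferritin (10 uM) was mixed with 50% saturated 1-aminoanthracene in PBS, exposed to compounds for 10 min at room temperature, and read for fluorescence (ex 380 nm, em 535 nm). Competitive displacement was fitted with a four-parameter Hill equation.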
PGK inhibitor: qHTS Assay to Find Inhibitors of Phosphoglycerate Kinase. Phosphoglycerate kinase, glycosomal (Trypanosoma brucei brucei), P07378. PGK/GAPDH coupled, Kinase-Glo luminescence, 60 min. Potency, µM (doses to about 57.5 µM), for the others: at the top dose activity change, negative = inhibition, actives largely listed as inhibitors. 0.043% of 380,000 active. AID 602233, 2012; further: potency means the concentration at half of the fitted maximal effect; on the % scale 0 is the no-effect control and ±100 the full control effect; nearly all actives have a fitted effect of over 60% in size
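Luminescent ATP detection (Kinase-Glo Plus) follows a 60-minute room-temperature incubation, with wells lacking PGK as controls. Buffer: 100 mM TEA (pH 7.6), 5 mM MgCl2, 0.01% Tween-20. Coupling enzyme GAPDH (100 nM final) supplies unstable 1,3-BPG in-well.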
Pol beta inh: qHTS Assay for Inhibitors of DNA Polymerase Beta; Potency, µM (titrated, usually from 114 µM), inactives show at the top dose activity change, negative = inhibition, usual class: inhibitors; Pol beta primer extension/strand displacement, fluorescence kinetic; 1.3% of 340,000 active; P06746; further: potency means the concentration at half of the fitted maximal effect; on the % scale 0 is the no-effect control and ±100 the full control effect
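Homogeneous kinetic assay of primer extension and strand displacement by 10 nM Pol beta, preincubated 15 min at room temperature with compound before 50 nM substrate (final) was added. Read at 0 and 10 min; four-parameter Hill fit.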
The depositor's hits bear a star; [ ] = another dose, or the depositor's remark. Unless noted, the call rests on the fitted dose curve; in most records, active means well fitted curve in the direction sought with a large enough effect; inconclusive means small, poorly fitted or top-dose-only effect, or another doubt; inactive means no such curve, though single readings can be large; an effect the other way counts as inactive or inconclusive.

Screening COc1ccc(-c2cc(C(F)(F)F)n3ncc(C(=O)N4CCCCC4c4cccnc4)c3n2)cc1 (stereo not given) returned POLK inh -10%, RXFP1 antagonist 6, APE1 inh -1%, POLH inh 4%, BLM helicase inh -2%, POLI inh 136%[activator], Anesthetic bind -14%, PGK inhibitor 0% and Pol beta inh 3%.
Screening OCC1(Cc2cccc(Cl)c2)CCCN(Cc2sc(N3CCCC3)nc2Cl)C1 (stereo not given) returned POLK inh -4%, RXFP1 antagonist -3, APE1 inh -7%, POLH inh -6%, BLM helicase inh -7%, POLI inh 0%, Anesthetic bind -6%, PGK inhibitor -7% and Pol beta inh 2%.
CS(=O)(=O)Nc1ccc(C(=O)Nc2cccc([N+](=O)[O-])c2)cc1 was read as POLK inh -8%, RXFP1 antagonist -11, APE1 inh inconclusive, POLH inh 4%, BLM helicase inh -5%, POLI inh inconclusive, Anesthetic bind -7%, PGK inhibitor -9% and Pol beta inh -26%.
Screening CSc1nc(-c2ccc(C)cc2)nc(N)c1C#N returned POLK inh -9%, RXFP1 antagonist -17, APE1 inh 6%, POLH inh -1%, BLM helicase inh -6%, POLI inh inconclusive, Anesthetic bind 0%, PGK inhibitor 1% and Pol beta inh -22%.
Screening CNC(=O)CN1C(=O)CSc2nc(C)cc(C)c21 returned POLK inh -3%, APE1 inh 11%, POLH inh -9%, BLM helicase inh 0%, POLI inh inconclusive, Anesthetic bind 1%, PGK inhibitor 0% and Pol beta inh 30%.
For COc1cccc(-c2nc(CS(=O)(=O)CC(=O)NC3CCCCC3C)c(C)o2)c1 (stereo not given) the results were POLK inh 0%, RXFP1 antagonist 36, APE1 inh 27%, POLH inh 14%, BLM helicase inh -5%, POLI inh 21%, Anesthetic bind -3%, PGK inhibitor 5% and Pol beta inh -24%.
Screening CCc1ccc(-n2c(SCc3c(C)noc3C)nnc2-c2ccncc2)cc1 returned POLK inh 3%, RXFP1 antagonist -9, APE1 inh 1%, POLH inh -16%, BLM helicase inh -3%, POLI inh 23%, Anesthetic bind -17%, PGK inhibitor -3% and Pol beta inh -17%.
Screening NNC(=O)c1csc(-c2ccc(C(F)(F)F)cc2Cl)n1 returned POLK inh -9%, RXFP1 antagonist 12, APE1 inh 6%, POLH inh 1%, BLM helicase inh -11%, POLI inh 17%, Anesthetic bind -8%, PGK inhibitor 4% and Pol beta inh 21%.
`N#CCSc1nnc(COc2ccc3ccccc3c2)o1` gave POLK inh -15%, RXFP1 antagonist 3, APE1 inh 2%, POLH inh -11%, BLM helicase inh -5%, POLI inh -2%, Anesthetic bind inconclusive, PGK inhibitor -4% and Pol beta inh 0%.
For O=C(OCC(=O)N1CCCC1=O)c1cc(S(=O)(=O)N2CCOCC2)ccc1F the results were POLK inh 6%, RXFP1 antagonist -14, APE1 inh 1%, POLH inh -18%, POLI inh 20% and PGK inhibitor -3%.

Two records drawn at random from those above:
For COc1cccc(-c2nc(CS(=O)(=O)CC(=O)NC3CCCCC3C)c(C)o2)c1 (stereo not given) the results were POLK inh 0%, RXFP1 antagonist 36, APE1 inh 27%, POLH inh 14%, BLM helicase inh -5%, POLI inh 21%, Anesthetic bind -3%, PGK inhibitor 5% and Pol beta inh -24%.
Screening COc1ccc(-c2cc(C(F)(F)F)n3ncc(C(=O)N4CCCCC4c4cccnc4)c3n2)cc1 (stereo not given) returned POLK inh -10%, RXFP1 antagonist 6, APE1 inh -1%, POLH inh 4%, BLM helicase inh -2%, POLI inh 136%[activator], Anesthetic bind -14%, PGK inhibitor 0% and Pol beta inh 3%.

Following part.
For O=C(COC(=O)C1CCC1)Nc1cc(S(=O)(=O)N2CCCCC2)ccc1Cl the results were POLK inh -1%, RXFP1 antagonist -5, APE1 inh -2%, POLH inh -4%, POLI inh 5% and PGK inhibitor 1%.
COc1ccc(C(=O)N2CCCC(CNC(=O)c3ccc(F)cc3)C2)cc1OC (stereo not given) was read as POLK inh 7%, RXFP1 antagonist 8, APE1 inh inconclusive, POLH inh 0%, BLM helicase inh 1%, POLI inh -18%, Anesthetic bind -6%, PGK inhibitor inactive and Pol beta inh 0%.
O=C(c1cccn1-c1nnc(N2CCCC2)s1)N1CCN(c2ccc(Cl)cc2)CC1 was read as POLK inh -13%, RXFP1 antagonist -15, POLH inh -9%, BLM helicase inh -1%, POLI inh 12%, Anesthetic bind -4%, PGK inhibitor 7% and Pol beta inh 7%.
For C/C(=N\S(=O)(=O)c1ccc(C)cc1)N1CCN(S(=O)(=O)c2ccccc2)C1 the results were POLK inh -3%, RXFP1 antagonist -2, APE1 inh -9%, POLH inh -21%, BLM helicase inh 4%, POLI inh 6%, Anesthetic bind -14%, PGK inhibitor inactive and Pol beta inh 18%.
For C[n+]1cccc2c(Br)ccc([O-])c21 the results were POLK inh -37%, RXFP1 antagonist -11, APE1 inh -11%, POLH inh 20µM*, BLM helicase inh 20µM*, POLI inh inconclusive, Anesthetic bind 0%, PGK inhibitor 5% and Pol beta inh 28µM*.
For O=S(=O)(Nc1ccc(-n2cnnn2)cc1)c1cccc(F)c1 the results were POLK inh 2%, RXFP1 antagonist -2, APE1 inh 16%, POLH inh -2%, POLI inh 39%[activator] and PGK inhibitor -2%.
CCc1cccc(OCCCCNCCO)c1 was read as POLK inh 0%, RXFP1 antagonist 1, APE1 inh 2%, POLH inh -15%, BLM helicase inh -1%, POLI inh inconclusive, Anesthetic bind -21%, PGK inhibitor -4% and Pol beta inh inconclusive.
For CC(C)C(=O)Nc1nc2ccc(S(C)(=O)=O)cc2s1 the results were POLK inh -10%, RXFP1 antagonist 9, APE1 inh -3%, POLH inh 3%, BLM helicase inh 1%, POLI inh 8%, Anesthetic bind -3%, PGK inhibitor 0% and Pol beta inh 0%.
COc1ccc(CCNC(=O)c2cnn(-c3cccc(C)c3)c2C2CCN(C(=O)OC(C)(C)C)CC2)cc1OC was read as POLK inh 6%, RXFP1 antagonist -21, POLH inh -9%, BLM helicase inh -4%, POLI inh 4%, Anesthetic bind -2%, PGK inhibitor inconclusive and Pol beta inh 5%.
`CCCc1cc(=O)[nH]c(SCC(=O)Nc2ccc(Br)cc2)n1` gave POLK inh -8%, RXFP1 antagonist -2, APE1 inh -1%, POLH inh -24%, BLM helicase inh -5%, POLI inh -7%, Anesthetic bind -6%, PGK inhibitor -4% and Pol beta inh 21%.
For COc1ccc(CNc2nc3nc(C)c(Cl)c(=O)n3[nH]2)cc1 the results were POLK inh 4%, RXFP1 antagonist 8, APE1 inh 6%, POLH inh 26%, BLM helicase inh -1%, POLI inh 18%, Anesthetic bind 6%, PGK inhibitor -1% and Pol beta inh 0%.
`O=C(CSc1nnc2scc(-c3ccc(Cl)cc3)n12)NCc1ccc2c(c1)OCO2` gave POLK inh -4%, RXFP1 antagonist -1, APE1 inh -5%, POLH inh -8%, BLM helicase inh 2%, POLI inh 1%, Anesthetic bind 0%, PGK inhibitor -8% and Pol beta inh -16%.
`COC(=O)c1ccc(Oc2nc(NC(C)C)nc(SC)n2)cc1` gave POLK inh -5%, RXFP1 antagonist -8, APE1 inh -3%, POLH inh -25%, BLM helicase inh -3%, POLI inh 16%, Anesthetic bind -21%, PGK inhibitor -4% and Pol beta inh -1%.
`CC1(C)Cc2c(cnn2-c2ccc(F)cc2)C(NC(=O)C2=NNC(=O)CC2)C1` (stereo not given) gave POLK inh -15%, RXFP1 antagonist 8, APE1 inh 3%, POLH inh -20%, BLM helicase inh -1%, POLI inh 53%[activator], Anesthetic bind -8%, PGK inhibitor -4% and Pol beta inh 3%.
Screening c1ccc(CCC2CCCCN2Cc2cn[nH]c2-c2cc3ccccc3o2)nc1 (stereo not given) returned POLK inh -13%, RXFP1 antagonist -19, APE1 inh 0%, POLH inh -15%, BLM helicase inh 22%, POLI inh 52%[activator], Anesthetic bind -16%, PGK inhibitor 9% and Pol beta inh 2%.
O=c1[nH]ncc(N/N=C\c2ccncc2)c1Cl was read as POLK inh 1%, RXFP1 antagonist 5, APE1 inh -2%, POLH inh -21%, BLM helicase inh -3%, POLI inh 47%[activator], Anesthetic bind -4%, PGK inhibitor -12% and Pol beta inh 94%.
`O=C(NCc1ccccc1Cl)C1CC(=O)N(Cc2ccccc2)C1` (stereo not given) gave POLK inh -16%, RXFP1 antagonist -14, APE1 inh 3%, POLH inh -3%, BLM helicase inh 1%, POLI inh 138%[activator], Anesthetic bind -4%, PGK inhibitor -1% and Pol beta inh 25%.
`CCn1nc(C)cc1C(=O)N1CCCC(Nc2ccc(C(C)C)cc2)C1` (stereo not given) gave POLK inh -20%, RXFP1 antagonist -10, APE1 inh 21%, POLH inh -19%, BLM helicase inh -2%, POLI inh 22%, Anesthetic bind -7%, PGK inhibitor -3% and Pol beta inh -22%.
Cn1c(=O)c2c(nc(SCCN3CCOCC3)n2Cc2ccccc2Cl)n(C)c1=O was read as POLK inh 0%, RXFP1 antagonist 4, APE1 inh 13%, POLH inh -3%, BLM helicase inh -11%, POLI inh 7%, Anesthetic bind 11%, PGK inhibitor -2% and Pol beta inh -1%.
COCCN(Cc1cc2cc3c(cc2nc1Cl)OCO3)C(C)=O was read as POLK inh -13%, RXFP1 antagonist 17, APE1 inh 3%, POLH inh 2%, BLM helicase inh -16%, POLI inh 12%, Anesthetic bind 3%, PGK inhibitor -14% and Pol beta inh 1%.
CCCOc1c(Br)cc(C2C3=C(CCCC3=O)N(CC)C3=C2C(=O)CCC3)cc1OC was read as POLK inh -5%, RXFP1 antagonist -9, APE1 inh 9%, POLH inh -16%, BLM helicase inh -13%, POLI inh 37%[activator], Anesthetic bind 46%[activator], PGK inhibitor -2% and Pol beta inh 2%.

Assay outcomes as filed in PubChem BioAssay.

This is a subset; the hit share may differ from the screen's.
